A-T KAP1 phos: potential ataxia-telangiectasia treatments restoring KAP-1 phosphorylation; […] A-T fibroblasts, KAP-1 phosphorylation AlphaLISA; neocarzinostatin DNA damage 30 min before lysis; Potency, µM (doses to about 57.5 µM), for the others: at the highest dose activation, most hits filed as activators; 320,000 tested, 0.19% active; AID 485349; note: potency is the fitted concentration of half-maximal effect; % of control where 0% means no effect; nearly all actives have a fitted effect of over 45% in size
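ATM-like activity read as KAP-1 phosphorylation via AlphaLISA donor/acceptor antibody pairs after lysis and 6 hr at 25C. Cells were ATM-null patient fibroblasts ([…], hTERT), dosed 60 min, then exposed to the DSB inducer NCS for 30 min.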
TSG101-PTAP inh: blocks PTAP/TSG101 interaction to inhibit HIV-1 budding | Potency, µM (titrated, usually from 115 µM), for the others: at the top dose activity change, negative = inhibition, most hits filed as inhibitors | AID 493005 | 340,000 tested, under 10 active | Fluorescence polarization, FITC-PTAP peptide / Tsg101 binding | Q99816; active = well fitted inhibition curve with a large enough effect in the main read-out, with a control signal flat, not every such curve was filed as active; inconclusive = small, poorly fitted or top-dose-only effect, or effect the other way, or a change in a side signal; inactive = no such curve, though single readings can be large or run the other way; note: potency is the fitted concentration of half-maximal effect; % of control where 0% means no effect
Target sequence (Q99816 whole entry, looked up): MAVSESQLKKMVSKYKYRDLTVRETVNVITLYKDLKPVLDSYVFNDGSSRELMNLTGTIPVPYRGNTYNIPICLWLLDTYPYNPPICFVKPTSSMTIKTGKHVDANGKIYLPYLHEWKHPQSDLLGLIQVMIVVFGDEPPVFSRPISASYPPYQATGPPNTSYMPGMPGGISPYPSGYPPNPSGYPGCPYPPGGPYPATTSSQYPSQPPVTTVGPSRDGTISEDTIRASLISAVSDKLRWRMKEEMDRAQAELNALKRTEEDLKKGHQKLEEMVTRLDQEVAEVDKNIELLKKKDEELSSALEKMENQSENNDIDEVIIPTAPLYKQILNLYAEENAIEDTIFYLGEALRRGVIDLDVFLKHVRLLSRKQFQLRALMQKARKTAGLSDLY
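Tsg101 binding domain (10 uM final) was mixed with compound and a FITC-labeled PTAP peptide (50 nM final) in HEPES pH 7.5 buffer with NaCl, Tween 20, EDTA and TCEP; fluorescence polarization was read after 20 min at r.t.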
TCR act: T cell receptor activation; primary human leukocytes, anti-CD3, IL-2 HTRF, 48 h; 330,000 tested, under 10 active; Potency, µM (series often up to 9.22 µM), without a hit: at the highest dose activation of IL-2 secretion, hits mostly activators; note: % of control where 0% means no effect
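Activity was scored as IL-2 release from primary human leukocytes given only a TCR signal (a-CD3 beads) plus compound for 48 hr. Detection used a two-antibody HTRF format read at 665nm.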
ELG1 repair inh: ELG1-dependent DNA repair inhibition | 330,000 tested, 2.3% active | HEK293T ELG1-luciferase reporter, luminescence, 16 h; DNA damage induced by 5-fluorouridine | Potency, µM (series often up to 46.1 µM), without a hit: at the top dose activity change, negative = inhibition, most hits filed as inhibitors | AID 504467; note: potency is the fitted concentration of half-maximal effect; % is set by controls: 0 for no effect and ±100 for the full control effect; nearly all actives have a fitted effect of over 55% in size
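Quantitative HTS, concentration-response format. 2,000 cells/well co-treated with 5-fluorouridine and compound, 16 hr in 5% CO2 at 37 °C; ONE-Glo luminescence read after 30 min.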
Eya2 inh: blocks the phosphatase activity of human Eya2. O00167. recombinant Eya2, OMFP fluorescence dephosphorylation (OMFP is methylfluorescein phosphate). Potency, µM (doses to about 76.9 µM), without a hit: at the top dose activity, negative = inhibition, most hits filed as inhibitors. 330,000 tested, 0.006% active. AID 488837; note: potency is the fitted concentration of half-maximal effect; % is set by controls: 0 for no effect and ±100 for the full control effect
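Eya2 protein (added as 0.2 uM solution) was preincubated with compound for 10 min at ambient temperature in 50 mM HEPES pH 7.5, 50 mM NaCl, 5 uM MgCl2, 0.05% BSA, 1 mM DTT. OMFP (added at 50 uM) then reacted 10 min; fluorescence read at 485/525 nm.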
BCR signal inh: inhibitors of chronic active B-cell receptor signaling; 340,000 tested, 0.05% active; ABC-DLBCL IkBa-CBG/CBR reporter, luminescence ratio, 4 h; Potency, µM (top dose mostly 46.1 µM), for inactives: at the highest dose ratio change, negative = lower green/red ratio, usual class: inhibitors; active = well fitted inhibition curve with a large enough effect in the signal ratio, with a control signal flat, not every such curve was filed as active; inconclusive = small, poorly fitted or top-dose-only effect, or effect the other way, or a change in a side signal; the % refers to the signal ratio;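 note: potency is the fitted concentration of half-maximal effect; plate controls were basal doxycycline-induced cells for no effect and cells given 10 µM MG132 for full effect; MG132 reads +100%, hits lower the ratio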
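Cell line TMD8 (human ABC DLBCL), stably expressing tet-inducible CBG68-IkBa fusion and CBR; IMDM/0.5% FBS; cpd up to 46 uM; dox induction, 4 h, 37C/5% CO2; dual luminescence; green/red ratio; MG132 control.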
S-ASM inh: inhibitors of human secretory acid sphingomyelinase. P17405. Potency, µM (doses to about 57.5 µM), inactives show at the top dose activity change, negative = inhibition, hits mostly inhibitors. AID 504937. 340,000 tested, 0.006% active. placental ASM, HMU-PC fluorogenic substrate, 60 min; note: potency is the fitted concentration of half-maximal effect
Target sequence (P17405 47-631 limits assumed): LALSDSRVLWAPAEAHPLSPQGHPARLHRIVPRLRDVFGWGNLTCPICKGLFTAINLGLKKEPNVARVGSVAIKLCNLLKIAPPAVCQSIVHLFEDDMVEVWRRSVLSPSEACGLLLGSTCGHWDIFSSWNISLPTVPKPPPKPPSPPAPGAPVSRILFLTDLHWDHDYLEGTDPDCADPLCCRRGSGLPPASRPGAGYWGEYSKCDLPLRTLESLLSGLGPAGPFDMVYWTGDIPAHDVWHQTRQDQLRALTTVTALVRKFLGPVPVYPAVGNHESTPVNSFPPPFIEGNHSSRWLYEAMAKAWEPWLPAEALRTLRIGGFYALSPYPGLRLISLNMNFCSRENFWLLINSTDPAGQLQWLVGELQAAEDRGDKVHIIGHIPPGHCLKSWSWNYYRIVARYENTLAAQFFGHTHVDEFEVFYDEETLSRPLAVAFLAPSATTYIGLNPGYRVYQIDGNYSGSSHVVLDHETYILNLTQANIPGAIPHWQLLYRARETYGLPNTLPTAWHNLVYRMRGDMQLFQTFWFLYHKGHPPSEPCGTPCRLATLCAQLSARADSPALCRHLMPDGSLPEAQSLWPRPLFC
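qHTS format. ASM enzyme prepared from human placenta hydrolyses the fluorogenic substrate HMU-PC0 (9 uM final) over 60 min at 37 °C after a 10 min compound preincubation.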
a7 integrin act: activates integrin-mediated alleviation for muscular dystrophy. alpha7betagal myoblasts, beta-gal FDG fluorescence, 48 h. 350,000 tested, 0.064% active. Potency, µM (top dose mostly 38.3 µM), without a hit: at the top dose activation, hits mostly activators;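 note: potency is the fitted concentration of half-maximal effect; 100% = response of the positive control SU9516; nearly all actives have a fitted effect of over 60% in size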
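alpha7betagal+/- myoblasts (passage 13, 250/well) treated 48 h at 37C with compounds at 1:260 dilution of DMSO stock. Lysed, then beta-galactosidase activity read as FDG fluorescence (ex 480/em 540) after 30 min, with pre-read for autofluorescence.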
Mito fusion yeast: mitochondrial division inhibition or fusion activation | S. cerevisiae fusion-defective mutant growth rescue, CellTiterGlo 48 h | Potency, µM (titrated, usually from 46.1 µM), without a hit: at the top dose growth rescue (activation), usual class: activators | 320,000 tested, 0.23% active | AID 485298;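 note: potency is the fitted concentration of half-maximal effect; % of control where 0% means no effect; nearly all actives have a fitted effect of over 45% in size; temperature-sensitive fusion mutants such as fzo1-1 at 37 °C on non-fermentable ethanol glycerol medium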
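Yeast fusion mutant, YPEG (non-fermentable carbon), compound, 48 h at 37C non-permissive; CellTiterGlo added, 10 min RT, luminescence read. Rescued growth = division inhibition.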
TSHR antag: human thyrotropin receptor antagonism | 330,000 tested, 0.2% active | TSHR-expressing cells, TSH-stimulated cAMP HTRF, 2 h; active compounds read low | activity change, negative = inhibition, % at 11.5 µM;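 active = activity change below a set negative limit, meaning inhibition stronger than a set level, cut at about -70% in these data; inconclusive = activity change between two set negative limits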; note: % is set by controls: 0 for no effect and ±100 for the full control effect
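Cell-based HTRF cAMP assay; TSHR cells + compound, TSH EC80 (4nM final), 2 h, 37 deg C. Lysis with anti-cAMP cryptate and cAMP-d2, 30 min RT, read 665/620 nm.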
Tb PFK inh: inhibitors of T. brucei phosphofructokinase; Potency, µM (doses to about 57.5 µM), for the others: at the top dose activity, negative = inhibition, actives largely listed as inhibitors; AID 485367; 330,000 tested, 0.17% active; T. brucei PFK, ADP-Glo luminescence; O15648;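 note: potency is the fitted concentration of half-maximal effect; 0% = uninhibited 1x PFK enzyme wells and -100% = no-enzyme wells; nearly all actives have a fitted effect of over 60% in size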
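PFK 1.25 nM, F6P 0.5 mM, ATP 0.1 mM, 0.1 M TEA pH 8.0, 5 mM MgCl2, 0.01% Tween20, 0.1% BSA; 45 min RT. ADP-Glo readout. qHTS titration up to 57 uM; curves fitted, compounds curve-classed.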
Numbers without * were called inactive; ? = inconclusive; . = not tested or not shown; & = joins results of further samples; [ ] = another dose, or the depositor's remark. Unless noted, calls come from the whole dose curve; as a rule, active = well fitted curve in the direction sought with a large enough effect; inconclusive = small, poorly fitted or top-dose-only effect, or another doubt; inactive = no such curve, though single readings can be large; an effect the other way counts as inactive or inconclusive.

SMILES	A-T KAP1 phos	TSG101-PTAP inh	TCR act	ELG1 repair inh	Eya2 inh	BCR signal inh	S-ASM inh	a7 integrin act	Mito fusion yeast	TSHR antag	Tb PFK inh
COc1ccc(NC(=O)C2CC(=O)N(Cc3ccco3)C2)cc1Cl (centres undefined)	5%	-6%	61%	?	4%	-2%	1%	0%	0%	1	-11%
Cc1ccc2nc(/N=C(\N)NC(=O)N3c4ccccc4Sc4ccccc43)nc(C)c2c1	8%	-1%	-4%[46.1 µM]	-7%	-2%	-15%	-2%	27%	-15%	4	0%
Cc1cc[n+](-c2[nH]c(=O)sc2/C=N/N=C(\[O-])CCn2c3ccccc3c3ccccc32)cc1	-5%	-10%	-1%	14%	1%	?	-7%	41%	1%	-2	1%
O=C(COC(=O)C1CC1)NCc1ccc(Cl)cc1Cl	-5%	-5%	1%	0%	3%	-1%	0%	19%	.	8	1%
CC1CN(CCCOc2ccccc2-c2ccccc2)CC(C)O1 (centres undefined)	12%	-5%	-12%	-20%	-3%	5%	2%	-25%	0%	-5	1%
CC1CN(CCCCSc2ccccc2)CC(C)O1 (centres undefined)	-1%	1%	-6%	-3%	1%	?	-1%	1%	11%	23	0%
Cc1cc(SCC(=O)OCC(=O)N2CCN(C(=O)c3ccco3)CC2)c(C)cc1Br	-8%	-2%	8%	13%	-9%	19%	0%	4%	-3%	1	-2%
CC1CCN(C(=O)c2ccc3c(c2)OCCO3)CC1	3%	0%	-2%	?	12%	?	-3%	12%	-6%	10	0%
COCCCNC(=O)Cc1ccc(S(=O)(=O)N2CCOCC2)s1	.	0%	-2%	?	16%	4%	1%	8%	1%	-2	-1%
N#CCCN(CCN1CCCC1)S(=O)(=O)c1ccc(-c2ccc([N+](=O)[O-])cc2)cc1	4%	-4%	2%	-19%	1%	-13%	0%	-1%	3%	11	1%
O=C1C2C3C=CC(CC3)C2C(=O)N1c1ccc2c(c1)OCO2 (centres undefined)	-3%	-1%	2%[46.1 µM]	?	1%	0%	8%	17%	2%	4	16%
CCN1CCCC1CNCc1cccc(OC)c1OCc1ccccc1 (centres undefined)	5%	1%	-10%[46.1 µM]	1%	-2%	-2%	-1%	-18%	-9%	10	0%
Cc1ccc(CNC(=O)CCCn2nc(C)c3c(C)n(-c4ccccc4)nc3c2=O)cc1	7%	0%	7%	-1%	-9%	10%&0%	-2%	-37%	0%	-3	1%
CC(=O)NC12CC3CC(C1)CC(C(=O)Nc1nccs1)(C3)C2	8%	-1%	-6%	-2%	-1%	1%	-1%	-2%	1%	-13	-1%
COc1ccc(CNC(=O)CN(C(=O)c2cc3sccc3n2C)C2CCCC2)cc1	-12%	3%	-5%	?	11%	-1%	-2%	10%	-4%	9	-5%
COC(=O)c1cn(NC(=O)c2cnccn2)c(=O)c2ccccc12	1%	-2%	0%	-20%	-15%	-11%	5%	-36%	-15%	-4	-15%
COc1ccc(C2=CC(=O)OC3(CCCCC3)O2)cc1	4%	-2%	4%	-4%	-2%	?	-4%	-13%	13%	-16	0%
Cc1ccc(S(=O)(=O)Nc2cccc3ncccc23)cc1	5%	-5%	-1%	-5%	-1%	-4%	-1%	26%	-2%	-6	0%
Cc1ccc(CNC(N)=S)cc1	0%	-1%	-1%	?	6%	16%	3%	15%	-1%	8	-7%
O=C(c1cc(-c2ccccc2)on1)N1CCCC1	-2%	-6%	2%	?	-7%	?	6%	3%	-6%	3	-1%
O=C(CO/N=C/c1ccc(OC(F)F)cc1)N1CCc2ccccc21	-11%	0%	10%[46.1 µM]	8%	1%	4%	9%	11%	-3%	8	-4%
CCOC(=O)c1ccc(NC(=O)C2COc3ccccc3O2)cc1 (centres undefined)	-1%	2%	.	28%	12%	?	-3%	-21%	0%	4	-5%
Cc1ccc(C(=O)N/C(=C\c2cccs2)C(=O)NCCCN2CCOCC2)cc1	0%	0%	-1%	8%	-10%	4%	9%	15%	2%	-6	-6%
COc1ccccc1/C=C1\SC(N2CCC(C)CC2)=NC1=O	5%	-4%	0%	0%	-2%	?	16%	?	19%	-8	0%
CC(=O)c1c(C)[nH]c(C(=O)Nc2cc(C)cc(C)c2)c1C	.	-5%	5%	?	-3%	?	-12%	21%	7%	-8	4%
CCc1nccn1CCC(=O)NC1CCCc2c1cnn2-c1ccc(F)cc1F (centres undefined)	7%	-1%	2%	9%	8%	?	-1%	-17%	-2%	9	-2%
CC(NC(=O)Nn1cnnc1)(C(F)(F)F)C(F)(F)F	-3%	-8%	4%	11%	-35%	?	1%	9%	0%	13	-3%
Clc1ccc(C2[C@H]3CN(Cc4cccnc4)[C@H](c4ccccc4)C34CC2(c2cccnc2)C4)cn1 (some centres undefined)	26%	-1%	4%	1%	-1%	2%	-1%	25%	-17%	-9	3%
CCC(c1nnnn1C1CCCC1)N(Cc1cccs1)Cc1cc2cc(C)ccc2[nH]c1=O (centres undefined)	1%	0%	-10%	?	-1%	4%	-14%	-17%	?	3	-12%
CCCCNC(=O)CCCn1c(=O)[nH]c2ccc(Br)cc2c1=O	5%	0%	7%	-5%	3%	-4%	0%	-4%	-3%	3	2%
O=C1CN(S(=O)(=O)c2cc(Cl)ccc2Cl)CCN1	0%	1%	6%	-9%	-5%	-4%	4%	-10%	-6%	1	3%
CCC(=O)Nc1nnc(S(=O)(=O)N(C)c2cc(C)cc(C)c2)s1	-6%	-1%	-2%	10%	7%	?	3%	-14%	14%	-3	1%
CCCCS(=O)(=O)Nc1ccc(N2CCOCC2)c(S(=O)(=O)N2CCOCC2)c1	0%	.	2%	0%	-28%	0%	2%	4%	0%	-10	1%
COc1cc(OC)cc(C(=O)N[C@H](C(=O)OCC(=O)Nc2ccc(C(N)=O)cc2)C(C)C)c1	-2%	0%	0%[46.1 µM]	?	2%	?	-1%	-16%	-3%	-10	-6%
Cc1cc(C)n2c(SCc3ccccc3Cl)nnc2n1	2%	-4%	0%	16%	-18%	6%	0%	7%	18%	-8	1%
CCOP(=O)(OCC)c1nc(-c2ccc(Cl)cc2Cl)oc1N1CCOCC1	-5%	-6%	-11%	-11%	-2%	-2%	9%	14%	-3%	-13	4%
CC(=O)C1=C(C)NC(=O)NC1c1cc(Br)ccc1OCC(N)=O (centres undefined)	5%	-1%	10%	-22%	-29%	-12%	1%	14%	2%	2	6%
CCOCCCNC(=O)C(Cc1ccccc1)NC(=O)c1ccco1 (centres undefined)	8%	-5%	3%	1%	1%	-1%	3%	19%	-2%	-2	2%
Cc1cc(C(=O)N2CCc3ccccc32)n(-c2ccccc2)n1	15%	-2%	7%	-16%	-12%	-5%	-2%	-22%	3%	1	-10%
CN(Cc1cn[nH]c1-c1ccc2c(c1)OCO2)C1CCOCC1	5%	-4%	2%	12%	-14%	1%	5%	21%	-8%	-10	-5%
CCc1ccc(CN(C)C(C)C(=O)NCc2ccccc2)cc1 (centres undefined)	9%	-1%	-1%	-14%	?	0%	0%	-40%	-10%	2	0%
O=c1c2cc(-c3ccccc3)sc2ncn1-n1cccc1	2%	0%	0%	?	7%	-20%	1%	11%	-2%	-1	-1%
CC1(C)CCC[C@@]2(C)CC=C(C(=O)O)[C@@H]3C[C@]312	6%	-2%	-2%	2%	1%	3%	2%	-12%	5%	0	-4%
COc1ccc(C(=O)Nc2nc3ccccc3s2)c(OC)c1	-2%	-1%	3%	3.7µM*	-16%	?	1%	6%	-19%	-17	0%
Cc1ccc(C2(C)CC(C)(C)N(C(=O)CSc3nnc(C)s3)c3ccccc32)cc1 (centres undefined)	3%	-2%	-4%[46.1 µM]	1%	-15%	4%	-10%	14%	?	2	0%

Screens (PubChem BioAssay)
